# LDHA inh – qHTS assay for inhibitors of human lactate dehydrogenase; purified LDHA, NADH/diaphorase-resazurin fluorescence; stronger effect = lower value; activity change, % (values are at about 110 or 230 µM); 0.15% of 480,000 active; in the data active = activity change below about -30%; inconclusive = mostly about -25% to -30%;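 also: plate controls were DMSO wells for no effect and wells without enzyme for full effect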
#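 LDH5 2 nM; NADH 0.06 mM, pyruvate 0.2 mM; 200 mM Tris pH 7.4, EDTA, Tween-20; 5 min RT. Detection: diaphorase 0.133 mg/mL + resazurin 37 µM, fluorescence ex540/em590 at 0 and 20 min; normalized to enzyme-free and DMSO wells.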
# An asterisk follows results filed as active; ? = inconclusive.
compound | LDHA inh
CS(=O)(=O)c1ccc(Cl)c(NC(=O)Cn2cc(C(F)(F)F)cc(Cl)c2=O)c1 | 10.1
CC(OC(=O)c1cc(=O)c2cc(Cl)ccc2o1)C(=O)N(C)c1ccccc1 (centres undefined) | -4.1
N#Cc1ccc(NC(=O)Cn2c(=O)c3c(ncn3Cc3ccccc3)n(Cc3ccccc3)c2=O)cc1 | -2.3
COc1ccc(CN2C(=O)CCC2(C)c2nnnn2-c2c(C)cccc2C)cc1OC (centres undefined) | 2.0
CCOC(=O)c1ccc(N2C(=O)Cc3cc(OC)c(OC)cc3C2c2ccc(OC)cc2)cc1 (centres undefined) | 7.3
c1ccc2c(c1)ccn1c(Cc3ccsc3)c(C3CCCCC3)nc21 | 2.4
O=C(OCCCS(=O)(=O)c1ccccc1)c1ccc(I)cc1 | -9.1
CC(C)C1=C/C(=C/c2ccccc2)C(C)/C(=C/c2ccccc2)C1=O (centres undefined) | -15.0
CC(C)c1ccccc1NC(=O)/C=C/c1c(F)cccc1Cl | 0.4
COC(=O)c1cc(OC(=O)/C=C/c2ccc3ccccc3n2)cc(C(=O)OC)c1 | 6.1

# 4 compounds out of the list, arranged by SMILES length, rising.
compound | LDHA inh
O=C(OCCCS(=O)(=O)c1ccccc1)c1ccc(I)cc1 | -9.1
CC(C)C1=C/C(=C/c2ccccc2)C(C)/C(=C/c2ccccc2)C1=O (centres undefined) | -15.0
CS(=O)(=O)c1ccc(Cl)c(NC(=O)Cn2cc(C(F)(F)F)cc(Cl)c2=O)c1 | 10.1
N#Cc1ccc(NC(=O)Cn2c(=O)c3c(ncn3Cc3ccccc3)n(Cc3ccccc3)c2=O)cc1 | -2.3

# Following part:
compound | LDHA inh
O=c1c2c(nc3nc(NCc4c(Cl)cccc4Cl)[nH]n13)CCC2 | -9.6
COc1cccc2[nH]c(C(=O)Nc3ccc4c(c3)OCCO4)cc12 | 7.1
Fc1ccc(NC(=S)NCCC2=CCCCC2)cc1 | -10.7
COc1cccc(/C=C2\Oc3cc(OC(=O)C(C)(C)C)ccc3C2=O)c1 | 5.3
COc1ccc(CCC2CCN(C(=O)C3CCN(S(=O)(=O)c4ccccc4C#N)CC3)CC2)cc1 | 16.8
O=C(CCc1cccnc1)Nc1nc(-c2ccc3c(c2)CCO3)cs1 | -1.2
Cc1ccc(OCC(=O)NCc2ccc(Cn3cccn3)cc2)c(C)c1 | -5.9
Cc1ncsc1C(=O)N(Cc1ccccc1)C1CC1 | -0.5
O=C(NC1CCCc2ccccc21)c1ccc2ccccc2n1 (centres undefined) | 5.1
Cc1ccc(C(C)C)c(Oc2ccc(C#N)c(C#N)c2)c1 | -4.0
CCCNC(=O)C(C)Sc1nc(-c2ccco2)nc2ccccc12 (centres undefined) | 4.0
Cc1ccc(C)c(N2CCN(C(=O)CCS(=O)(=O)c3cccc4nsnc34)CC2)c1 | 0.3
O=C(N/N=C/c1cccs1)c1cccc2ccccc12 | -15.4
COc1ccc(-c2noc(CSc3nc(C4CC4)n(-c4ccccc4)n3)n2)cc1 | 11.1
Cc1ccc(C(=O)N2CCCc3cc(C(=O)NCCC(C)C)ccc32)cc1 | -1.3
Cc1nc2c3ccccc3nn2c(C)c1CCC(=O)Nc1ccc(C(N)=O)cc1 | 0.1
Cc1cc2nc(SCC(=O)Nc3ccc(F)c(Cl)c3)[nH]c(=O)c2[nH]1 | -0.9
CCC(=O)NNC(=S)Nc1ccccc1 | -6.5
CNC(=O)c1ccc(-c2nc(CN3CCN(C(=O)Nc4ccc(C)cc4)CC3)c(C)o2)cc1 | 4.4
O=C(c1nc2nc(-c3cccs3)cc(C(F)(F)F)n2n1)N1CCC2(CC1)OCCO2 | 3.4
O=C1C(=O)N(c2ccccn2)C(c2cccc(Oc3ccccc3)c2)/C1=C(\O)c1ccccc1 (centres undefined) | 5.4
COc1ccc(S(=O)(=O)N2CCN(C(=O)C3=Cc4cc(Cl)ccc4OC3)CC2)cc1OC | 10.9
Cc1ccccc1CN1C(=O)C(O)(CC(=O)c2cccnc2)c2ccccc21 (centres undefined) | 6.5
COc1ccc(NC(=O)C(C2CC2)n2c(=O)c(-c3ccccc3)nc3ccccc32)cc1 (centres undefined) | -0.6
COc1ccc(CNC(=O)CSc2nc(C3CC3)nc3ccccc23)cc1 | -0.5
CC(SC(C)c1ccc(Cl)cc1)C(=O)NC(N)=O (centres undefined) | 5.7
CCCCn1c(=O)[nH]c(=O)c2c1nc(-c1ccc(OC)c(C)c1)n2C | -7.1
COC(=O)c1cc(-c2cccc(Cl)c2)nc2onc(C)c12 | 1.8
COc1ccc(CNC(C)c2ccccc2)cc1 (centres undefined) | 2.1
COc1cccc(NC(=O)COC(=O)COc2ccc3c(C)cc(=O)oc3c2)c1 | 3.0
CCOc1ccc(NCc2cccn2-c2nnc(N3CCC(C(=O)NC4CCCC4)CC3)s2)cc1 | 4.7
CC(NC(=O)C1CCCc2ccccc21)c1cccc(F)c1 (centres undefined) | 0.2
CC(NC(=O)c1ccc2c(c1)NC(=O)CS2)c1ccco1 (centres undefined) | 11.5
COc1cc(/C=C(/C#N)c2ccccn2)c2c(c1)CC(C)O2 (centres undefined) | ?
O=[N+]([O-])c1cccc(/C=N/OCc2c(F)cccc2Cl)c1 | 0.9
COCc1ccc(C(=O)NC(C)c2ccc(F)cc2)cc1 (centres undefined) | 5.0
COc1ccc(Nc2nc(C)c(NC(=O)c3cccc(C)c3)c(Nc3ccc(OC)cc3)n2)cc1 | -3.0
Cc1cccc(C)c1-n1nnnc1C1(C)CCC(=O)N1CCc1ccccc1F (centres undefined) | -1.6
CN(Cc1cccs1)C(=O)/C=C/c1nc2ccccc2s1 | 9.1
CCCCn1nc(C(=O)Nc2c(C)cccc2CC)c2ccccc2c1=O | 2.6
COc1cccc2cc(/C=C/C(=O)c3ccc(C)o3)oc12 | -1.5
CCCCNC(=O)CS(=O)Cc1nc(-c2ccc(Cl)cc2)oc1C (centres undefined) | 10.7
CCOC(=O)NC(c1ccccc1)C(C(=O)OCC)C(=O)OCC (centres undefined) | 6.0
COC(=O)C(=O)CC(=O)c1ccc(C)s1 | 18.5
CCCc1noc(CSc2nc3sc(C)c(C)c3c(=O)n2CCOC)n1 | 0.4
Cn1cccc1C(=O)c1ccc(Cl)cc1 | 9.8
Cn1c(=O)c2c(ncn2CC(=O)OCc2ccccc2F)n(C)c1=O | -0.1
C=CCn1c(SCCC)nc2c1c(=O)n(C)c(=O)n2C | -5.7
Cc1ccc(C(=O)NC(O)C(=O)c2ccc(Cl)cc2)cc1 (centres undefined) | 9.9
O=C(CCOc1ccccc1)Nc1ccc(N2CCOCC2)cc1 | -2.9

# (list continues)
compound | LDHA inh
CCCN(Cc1nnc(-c2ccccc2Cl)o1)C(=O)c1ccc(F)cc1Cl | -0.8
Cc1cccnc1NC(=O)c1ccc(C2SCCCS2)cc1 | 0.3
O=C(COc1ccccc1)Nc1ccc2c(=O)c3ccccc3oc2c1 | -2.6
O=C(COC(=O)C1(c2ccc(F)cc2)CCCC1)c1ccc(Cl)cc1 | 4.8
CCOc1ccc(CN2CCN(c3ncnc4sccc34)CC2)cc1 | -5.1
C=C(Cl)CN1CCC(C(=O)NCCc2ccccc2F)CC1 | -3.6
Cc1ccc(CN(C)C(=O)c2ccc(S(C)=O)cc2)cc1 (centres undefined) | -0.9
Cc1oc(-c2ccccc2)nc1CC(=O)NC1CCCCC1 | 4.4
CCOc1ccc(CN(CC)Cc2cc(=O)oc3ccc(C)cc23)cc1 | 8.9
CCCCn1c(=O)[nH]c(=O)c2c1nc(-c1ccc(OC)cc1)n2C | -23.5
Oc1ccc2ccccc2c1C=NCCc1ccccc1 | 43.7
CN1CCN(CCOc2ccc(C#N)cc2)CC1 | -8.6
CC(C)(C)OC(=O)COc1ccc2c(=O)c(-c3ccccc3)c(C(F)(F)F)oc2c1 | 2.6
N#Cc1c(-c2ccccc2)cc(-c2cccs2)nc1SCCS(=O)Cc1ccccc1 (centres undefined) | 2.7
CCCNc1c(NC(=O)c2ccc(OCC)c(OCC)c2)c(=O)oc2ccccc12 | -6.7
Cc1nn(CN2CCN(S(=O)(=O)c3ccc(C#N)cc3)CC2)c(=O)c2ccccc12 | -6.9
Cc1cc2c(cc1S(=O)(=O)N1CCC(C(=O)N3CCCCC3)CC1)OC(C)C(=O)N2 (centres undefined) | -5.5
CCc1nnsc1C(=O)NCC1(c2ccc(F)cc2)CCOCC1 | -14.2
CC(C)NC(=O)c1cc(-c2ccc(Br)cc2)nc2ccccc12 | 7.1
CN(C)S(=O)(=O)c1cccc(C(=O)Nc2cccc3ncccc23)c1 | -6.7
CC(C)Oc1ccc(CNC(=O)c2ncoc2-c2cccs2)cc1 | 12.7
Fc1cccc(-n2nnnc2SCc2cc(Cl)c3c(c2)OCCCO3)c1 | -9.4
COC(=O)c1ccc(COC(=O)/C=C/c2ccc(OCC#N)c(OC)c2)cc1 | 3.1
CC(Sc1ccc2ccccc2n1)C(=O)NC1CC1 (centres undefined) | 4.5
CCOC(=O)c1scc(-c2ccccc2)c1S(=O)(=O)Nc1ccccc1 | 5.9
Cc1cccc(CSc2nc3nc[nH]c3c(=O)[nH]2)c1 | -0.9
COc1ccccc1OCCCN1CCC(C(O)(c2ccccc2)c2ccccc2)CC1 | 0.5
COc1cc2oc(=O)cc(C)c2cc1CCC(=O)O | 4.0
O=C(Cc1c[nH]c2ccccc12)N1CCC(c2nc(C3CC3)n[nH]2)CC1 | 12.9
O=C1COc2ccc(-c3csc(Nc4cccc(Br)c4)n3)cc2N1 | 0.1
Cc1noc(C)c1CCC(=O)N1CCN(S(=O)(=O)c2ccccc2F)CC1 | 7.4
CC1(C)CC(NC(=S)Nc2ccc(SC(F)F)cc2)CC(C)(C)N1 | 2.6
Brc1ccc(-c2noc(-c3ccc4c(c3)OCO4)n2)o1 | 11.0
O=C(c1cc(-c2ccccc2)on1)N(Cc1ccccc1)Cc1ccco1 | 2.0
CCn1c(SC(C)C(=O)Nc2nc(C)c(C)s2)nnc1-c1ccc(F)cc1 (centres undefined) | 17.7
COc1cc2c(-c3cc4ccccc4o3)cc(=O)oc2cc1C | 5.4
CCC(=O)NC(c1ccco1)c1cc([N+](=O)[O-])c2cccnc2c1O (centres undefined) | 9.1
Cc1ncc(-c2ccc(C)c(S(=O)(=O)Nc3ccc(Cl)cc3)c2)o1 | 1.7
CCOC(=O)c1[nH]c2ccc(F)cc2c1NC(=O)CC | 0.7
COc1cccc(NC(=O)[C@H](C)n2c(=O)[nH]c3ccccc3c2=O)c1 | -0.2
Cc1cccc(NC(=O)c2ccc3c(c2)NC(=O)CS3)n1 | 0.4
Cc1ccc(S(=O)(=O)N2CCC(n3c(C)nc4cccnc43)CC2)cc1 | 2.1
O=C(CCc1cccc(F)c1)NCc1ccc(F)cc1C(F)(F)F | 5.7
Cc1ccc(C(CC(=O)O)NC(=O)C2CC=CCC2)cc1 (centres undefined) | 12.7
O=C(O)/C=C/c1cc(Br)c(-c2ccc(Cl)cc2Cl)o1 | 3.3
Cc1ccc(C)c(-c2nn(CC(=O)Nc3ccccc3)c(=O)c3c2CCCC3)c1 | 4.0
C=C(C)CSC1=C(C#N)C(c2ccc(C(C)C)cc2)CC(=O)N1 (centres undefined) | -23.8
CCN(CC)S(=O)(=O)c1cc(NC(=S)Nc2ccccc2F)ccc1C | 4.4
O=C(O)c1ccccc1-c1ccc(/C=N/O)o1 | 9.6
O=C(NCCC(=O)N1CCCCCC1)c1cc(=O)[nH]c2ccccc12 | -2.6

# (cont.)
compound | LDHA inh
CCCCn1nc(C(=O)Nc2ccc3nc(C)sc3c2)c2ccccc2c1=O | 9.9
CCN1C(=O)C2(CC(=O)Nc3[nH]ncc32)c2ccccc21 (centres undefined) | -0.8
COc1ccc(-c2nc(CN3CCCC3c3ccsc3)co2)cc1 (centres undefined) | 1.2
CCOC(=O)c1oc2ccccc2c1Cn1cc(C(F)(F)F)ccc1=O | 0.4
Cc1cc2c(s1)c1cnn(Cc3cc(F)ccc3F)c(=O)c1n2C | -0.2
Clc1ccc(-c2noc(CSc3nncc4ccccc34)n2)cc1 | -4.3
CC(C)(C)c1ccc(C(=O)NCc2cc(=O)n3nc(-c4ccccc4)sc3n2)cc1 | -6.2
OCc1c[nH]c2c1ccc1ccccc12 | -8.6
CCn1nc(C(=O)Nc2ccc3nc(SC)sc3c2)c2ccccc2c1=O | 6.3
S=c1nccc(-c2ccccc2)[nH]1 | 12.3
CCCn1c(=O)c2ccccc2n(CC(=O)N(C)c2ccccc2)c1=O | 1.9
CCc1ccc(NC(=O)Cn2ccn(-c3cccc(OC)c3)c(=O)c2=O)cc1 | 5.1
CCOC(=O)[C@]12CCC=C1N(Cc1ccccc1)C(=O)[C@H](CC(=O)NCCCCc1ccccc1)C2 | -0.7
CCCCn1nc(C(=O)Nc2nnc(C)s2)c2ccccc2c1=O | 2.2
CCN1C(=O)COc2ccc(-c3nc(NC(=O)c4cccnc4)sc3C)cc21 | -2.0
CC(C)Oc1ccc(C(=O)Nc2cccc(-c3nc4ccccc4o3)c2)cc1 | 1.6
Cc1cccc(C)c1NC(=O)C1(C)CN(S(C)(=O)=O)CC(=O)N1Cc1ccc2c(c1)OCO2 (centres undefined) | -4.6
COc1ccc(-c2noc(CN(C)S(=O)(=O)c3ccc(F)cc3)n2)cc1 | 4.9
CC(=O)N(c1nc(COc2ccccc2C(N)=O)cs1)c1ccc(C)cc1C | 1.4
O=S(=O)(NCc1ccc(N2CCOCC2)nc1)c1cc(Br)ccc1Br | 5.1
O=S(=O)(c1ccccc1F)N1CCN(Cc2cccc3cccnc23)CC1 | 2.9
COc1ccc(Cl)cc1NC(=O)C1CCN(c2nccnc2Oc2ccccc2C)CC1 | -2.6
COCCn1c(Cc2ccccc2)nnc1SCc1cc2ccccc2nc1Cl | 7.4
Nc1nc(CN2CCN(C(=O)c3ccccc3Cl)CC2)nc2ccccc12 | 4.3

# Assay outcomes deposited in PubChem by National Center for Advancing Translational Sciences (NCATS).

# This is a subset, so the mix of outcomes need not match the whole.
